Compound activity deposited in PubChem by several laboratories.
S1P4 agonist: S1P4 receptor agonists, primary screen, cell-based; Sphingosine 1-phosphate receptor 4 (Homo sapiens), O95977; actives 0.35% (n = 220,000); activation, % at 4.98 µM; S1P4-expressing cell line, agonist reporter assay; in the data active = activation above about 11%;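 note: 0% = DMSO vehicle and 100% = reference agonist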
TRPML3 ag: human TRPML3 channel agonists, primary screen, cell-based, HEK293 TRPML3-YFP, Fluo-8 calcium fluorescence, 3 µM; Mucolipin-3 (Homo sapiens), Q8TDD5; 100% = the carbachol control signal; activation, % at 3 µM; actives 0.29% (n = 220,000);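 active = activation above its plate's cutoff, the mean activation of the plate's test wells plus 3 SD, cut at about 12% in these data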;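 note: 0% = DMSO only wells and 100% = carbachol wells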
Target sequence (Q8TDD5 whole entry, looked up): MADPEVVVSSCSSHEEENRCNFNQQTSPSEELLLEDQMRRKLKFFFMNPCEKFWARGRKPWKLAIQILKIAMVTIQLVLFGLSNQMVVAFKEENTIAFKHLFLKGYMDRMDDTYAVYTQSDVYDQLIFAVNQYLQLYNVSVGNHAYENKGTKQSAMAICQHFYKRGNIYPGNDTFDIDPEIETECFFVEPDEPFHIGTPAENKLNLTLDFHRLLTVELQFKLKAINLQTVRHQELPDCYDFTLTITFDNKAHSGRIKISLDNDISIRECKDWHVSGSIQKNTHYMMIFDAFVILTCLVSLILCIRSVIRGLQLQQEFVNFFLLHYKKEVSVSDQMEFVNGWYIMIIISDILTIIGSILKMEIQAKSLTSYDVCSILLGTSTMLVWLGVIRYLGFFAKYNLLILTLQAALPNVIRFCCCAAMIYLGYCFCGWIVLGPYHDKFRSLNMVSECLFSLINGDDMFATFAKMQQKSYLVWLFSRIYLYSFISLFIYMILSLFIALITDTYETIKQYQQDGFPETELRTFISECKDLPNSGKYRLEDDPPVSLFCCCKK
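Test system – HEK293 line with stable expression of human TRPML3-YFP channel · Control set – carbachol 87 µM final as high control (100%), DMSO as low control (0%) · Signal – Fluo-8 calcium dye fluorescence, ex 470-495, em 515-575 nm · Incubation – 1-h 37 °C dye load, 5-s basal, 120-s post-compound reads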
EP2 mod: EP2 receptor modulators, cAMP readout, primary screen, cell-based, HTRF cAMP, PGE2 stimulation. actives 0.83% (n = 260,000). induction, % at 25 µM. AID 940, 2007. Prostaglandin E2 receptor EP2 subtype (Homo sapiens), P43116. EP2-expressing cells, cAMP HTRF FRET, PGE2 co-stimulation;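 active = compounds whose cAMP rise, as percent of the full-agonist control response, exceeds 60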;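 note: rat C6 glioma line stably carrying human EP2 under a CMV promoter; the protocol text gives 20 µM as final concentration; 100% = response of wells given 1 µM PGE2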
Target sequence (P43116 whole entry, looked up): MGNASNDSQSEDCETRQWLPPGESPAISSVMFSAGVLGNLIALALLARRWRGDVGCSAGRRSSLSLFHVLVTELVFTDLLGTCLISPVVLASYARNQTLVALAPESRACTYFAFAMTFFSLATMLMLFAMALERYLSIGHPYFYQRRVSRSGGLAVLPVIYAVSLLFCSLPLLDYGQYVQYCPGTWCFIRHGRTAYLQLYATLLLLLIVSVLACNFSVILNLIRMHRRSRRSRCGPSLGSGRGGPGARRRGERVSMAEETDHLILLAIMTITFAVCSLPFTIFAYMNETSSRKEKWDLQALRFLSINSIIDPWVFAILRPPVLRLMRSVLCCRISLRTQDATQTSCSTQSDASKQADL
S1P4 antag: S1P4 receptor antagonists, primary screen, cell-based | S1P4-expressing cells, antagonist mode, reporter read-out | Sphingosine 1-phosphate receptor 4 (Homo sapiens), O95977 | actives 0.26% (n = 220,000) | inhibition, % at 4.98 µM | AID 1510, 2009; in the data active = inhibition above about 29%;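 note: 0% = wells stimulated with agonist and 100% = vehicle wells without agonist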
NPY-Y1 PAM-ag: NPY-Y1 receptor potentiators or agonists, primary screen, cell-based | AID 1304, 2008 | actives 0.37% (n = 220,000) | activation, % at 3.6 µM | NPY-Y1 expressing cells, potentiator/agonist activation; in the data active = activation above about 33%, passing the limit was not always enough;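 note: cells stimulated with NPY at EC10 then isoproterenol at EC100; 0% = low agonist plus stimulus and 100% = saturating agonist plus stimulus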
zfTRPN1 agonist: zebrafish TRPN1 channel agonists, primary screen, cell-based, HEK293, calcium fluorescence; transient receptor potential cation channel N1 (TRPN1/NompC), Danio rerio; HEK293 zebrafish TRPN1-YFP, Fluo-8 calcium fluorescence; 100% = response to 87 µM carbachol; activation, % at 3 µM; actives 0.18% (n = 220,000); AID 1424, 2008;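 active = activation above its plate's cutoff, the mean activation of test wells on that plate plus 3 SD, cut at about 19% in these data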;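 note: 0% = DMSO alone and 100% = 87 µM carbachol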
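Material: zebrafish TRPN1-YFP in HEK293 cells; Doses: single test compound dose, 3 µM nominal, 0.3% DMSO; Timing: dye loading 1 h at 37 °C, then 30 min room temperature; Technique: intracellular calcium fluorescence with Fluo-8; Benchmarks: high carbachol 87 µM, low DMSO alone.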
NPY2 pot ag: NPY-Y2 potentiators or agonists, primary screen, cell-based. Neuropeptide Y receptor type 2 (Homo sapiens), P49146. cells expressing NPY-Y2, potentiator/agonist read-out. activation, % at 3.6 µM. actives 0.45% (n = 220,000); in the data active = activation above about 27%;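 note: cells stimulated with NPY near EC25 plus isoproterenol at EC100; 0% = vehicle plus submaximal agonist and 100% = vehicle plus saturating agonist; some results beyond the cut were filed as inactive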
NPY-Y1 antag: NPY-Y1 receptor antagonists, primary screen, cell-based; actives 1% (n = 200,000); AID 1040, 2008; inhibition, % at 3.6 µM; Neuropeptide Y receptor type 1 (Homo sapiens), P25929; HEK293-CNG Y1 cells, membrane potential fluorescence; NPY at EC95, then isoproterenol;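 active = inhibition above the campaign mean inhibition of all tested compounds plus 3 SD, cut at about 20% in these data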;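 note: 0% = DMSO wells given NPY plus isoproterenol and 100% = isoproterenol alone without NPY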
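material = HEK293 cells with Y1 receptor plus CNG channel | also added = NPY 25 nM then isoproterenol 1 µM plus Ro 20-1724 25 µM | schedule = dye 3 h, compound 60 min room temperature, stimulation 45 min | measured by = membrane potential fluorescence | benchmarks = high control isoproterenol alone, low control NPY with isoproterenol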
CHOP inh: inhibitors of CHOP promoter induction, primary screen, cell-based, unfolded protein response, luciferase reporter; CHO-K1 CHOP-promoter luciferase, tunicamycin-induced, 15-18 h; inhibition, % at 10 µM; actives 3.8% (n = 220,000); AID 2732, 2010;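 active = compounds that reduced the stress-induced luciferase reporter signal by more than about 70% of percent inhibition, limit read from the data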;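 note: 0% = tunicamycin plus vehicle and 100% = wells without tunicamycin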
* = called active by the depositor; . = no result given; & = joins results of further samples.

SMILES	S1P4 agonist	TRPML3 ag	EP2 mod	S1P4 antag	NPY-Y1 PAM-ag	zfTRPN1 agonist	NPY2 pot ag	NPY-Y1 antag	CHOP inh
COc1ccc(NC(=O)NCc2ccncc2)c(OC)c1	-1.1	-0.9	-10	-24	4	-1.4	-3	4	-6
CSc1nnc(CNC(=O)c2ccccc2)n1-c1ccc(F)cc1	0.1	0.5	-4	-1	6	-0.2	14	4	35
O=C(Nc1cccnc1)OC1CCCCC1	0.5	0.8	-17	-19	6	0.5	0	9	-3
CCOc1ccc(N(C(=O)c2ccccc2Cl)C2=NC(C)(C)CS2)cc1	-0.3	0.8	33	-3	-21	0.4	-4	18	-14
O=C(Cn1nnc2ccccc21)N/N=C/c1ccco1	0.4	0.5	10	-14	3	0.0	1	6	-4
Cc1ccnc(NC(=O)c2cccs2)c1	1.6	0.6	-18	-4	22	-1.5	5	1	32
Nc1c(C(=O)Nc2ccccc2)sc2nc(-c3cccnc3)ccc12	-0.4	0.9	-45	-2	12	3.2	0	.	-11
CCCCOC(=O)C1CCCC(C)N1 (stereo not given)	-0.7	-0.2	2	6	4	1.2	0	2	11
N/C(=N\NC(=O)c1ccc(F)cc1)c1cc2ccccc2oc1=O	-1.8	0.7	5	2	-6	0.4	-11	-3	-2
O=C(O)Cn1c(SCc2ccccc2)nc2ccccc21	0.1	0.9	-2	-2	-40	0.1	-3	9	-19
CC1CCN(C(=O)CCc2nnc(-c3ccccc3)o2)CC1	0.1	0.6	-4	-4	11	0.5	-14	-1	-14
O=C(c1ccco1)n1nc(-c2ccc(Cl)cc2)nc1NCc1ccco1	0.4	-0.1	15	-25	-21	-0.4	0	-1	17
O=C(CCNc1ccc(Cc2ccncc2)cc1)c1cccc([N+](=O)[O-])c1	0.9	-0.3	-35	4	-3	1.0	-7	-2	-15
Cc1nn(CC(=O)NCc2ccc(Cl)cc2)c(C)c1[N+](=O)[O-]	2.1	0.9	14	-18	-16	-0.2	-7	-1	8
Cc1ccc(C(=O)CSc2nnnn2C(C)C)c(C)c1	-0.1	-1.1	-9	-27	5	-0.6	2	7	43
S=c1[nH]nc(-c2ccc(Br)o2)n1Cc1ccccc1	-1.9	-0.3	62*	-6	-18	-2.2	-16	7	15
COC(=O)C1(CCSC)NC(c2ccco2)C2C(=O)N(C)C(=O)C21 (stereo not given)	-2.2	-0.2	-8	2	-3	-0.3	-3	2	-25
CCCCNC(=O)CSc1nccn1Cc1ccccc1	-0.6	-0.6	4	2	-9	0.0	5	0	17
Cc1cccc(C)c1Nc1nnc(SCC(=O)Nc2cc(S(=O)(=O)N3CCCCC3)ccc2Cl)s1	-1.5	1.0	17	5	4	-0.2	14	1	63
CC(=O)CSc1ccc(C(=O)O)cn1	0.9	0.6	6	-5	-3	1.6	10	0	9
CCN(CC)CC#CCOC(=O)C(O)(c1ccccc1)C1CCCCC1 (stereo not given)	-1.8	0.1	31&25	-10	-12	-0.5	-4	5	36&-1
CCC(Sc1nccn1C)C(=O)Nc1ccc(Cl)cn1 (stereo not given)	1.3	0.0	18	-10	3	-1.1	-9	6	2
Cc1cccc2cc(C#N)c(SCCN3CCCCC3)nc12	-1.6	0.6	.	-21	-47	0.7	-23	11	.
COc1ccc(C2CC(=O)C3=C(C2)NC(C)=C(C#N)C3c2ccc(N(C)C)cc2)cc1 (stereo not given)	-0.3	-0.5	16	-20	-8	-0.9	8	3	-6
Clc1ccc(/C=C/c2ncc3ccccn23)cc1	2.8	1.0	-65	6	-1	-0.7	-2	-1	17
CC(=O)Nc1nnc(-c2ccccn2)o1	0.9	0.4	19	-15	-16	-0.3	-5	-3	10
C[n+]1cccc2ccc3c(c21)OC(N)=C(C#N)C3c1ccccc1 (stereo not given)	1.0	-0.1	-18	-2	-10	-0.8	-5	.	-18
c1ccc(N2CC3CCc4ccccc4C3=N2)cc1 (stereo not given)	11	-0.5	7	-8	3	-1.1	-14	.	-2
CCSc1nc2c(cnn2-c2ccccc2)c(=O)n1N	-0.5	0.6	-13	-9	-9	0.9	8	.	-10
Cc1cc(Cl)ccc1N1C(=O)CC(SCCC(=O)O)C1=O (stereo not given)	-0.7	0.4	4	-4	-25	-0.4	0	2	-2
CCOc1ccc(C(=O)NCC(C)CN(C)C)cc1OCC (stereo not given)	0.2	0.3	2	-10	-10	0.6	15	1	29
S=c1[nH]ccn1-c1cccc(Cl)c1Cl	-1.6	0.7	-48	-3	30	-0.6	-7	.	1
O=c1cc2[nH]c3ccccc3c(=O)n2nc1-c1ccccc1	0.7	0.6	-2	19	-12	0.0	-14	0	30
COc1ccc(C(C(=O)NC2CCCCC2)N(C(=O)CCl)c2ccc(OC)cc2)cc1 (stereo not given)	2.4	0.0	23	1	0	0.6	17	-1	9
O=C(CSc1n[nH]c(=O)n1C1CC1)N1N=C(c2ccc(Cl)cc2)CC1c1ccco1 (stereo not given)	0.9	0.1	3	-7	9	-0.2	-12	.	44
CCOC(=O)N1CCN(C(=O)Cn2nc(C)c3sc4ccccc4c3c2=O)CC1	1.9	0.3	13	-11	-8	-0.2	-2	-3	36

Brought forward from above: three entries; new compounds follow.
SMILES	S1P4 agonist	TRPML3 ag	EP2 mod	S1P4 antag	NPY-Y1 PAM-ag	zfTRPN1 agonist	NPY2 pot ag	NPY-Y1 antag	CHOP inh
COc1ccc(C(C(=O)NC2CCCCC2)N(C(=O)CCl)c2ccc(OC)cc2)cc1 (stereo not given)	2.4	0.0	23	1	0	0.6	17	-1	9
O=C(CSc1n[nH]c(=O)n1C1CC1)N1N=C(c2ccc(Cl)cc2)CC1c1ccco1 (stereo not given)	0.9	0.1	3	-7	9	-0.2	-12	.	44
CCOC(=O)N1CCN(C(=O)Cn2nc(C)c3sc4ccccc4c3c2=O)CC1	1.9	0.3	13	-11	-8	-0.2	-2	-3	36
Cc1c(-c2cccs2)[n+](=O)c2c(n1[O-])CCCC2	0.9	0.7	22	-9	0	1.8	-7	2	27
CC(=O)N1N=C(c2ccccc2)OC1c1cccnc1 (stereo not given)	2.1	0.2	12&20	3	12	0.0	-6	4	2
Cc1ccc(S(=O)(=O)Nc2cc(-c3ccccc3)nn2C)cc1Cl	-2.8	-1.7	12	-1	11	-2.5	-31	.	15
CCC(=O)NCCSc1c[nH]c2ccccc12	1.6	0.4	12	2	13	0.9	12	2	23
COC(=O)c1cnn(C(=O)c2ccccc2Br)c1N	-2.2	-0.5	8	-7	4	0.4	-4	-1	17
Cn1nnc2cc(NC(=O)N3CC4(C)CC3CC(C)(C)C4)ccc21 (stereo not given)	-1.4	0.7	-2	-8	13	-1.8	-2	4	5
COc1ccccc1C(c1nnnn1CC1CCCO1)N1CCC(C(N)=O)CC1 (stereo not given)	0.9	0.8	24	-20	16	-0.9	-7	0	16
CCc1ccc(-n2c(C)cc(/C=N/NC(=O)OC)c2C)cc1	0.3	0.3	19	-5	7	1.0	14	6	28
Cc1occc1C(=O)NCc1cccc(CNC(=O)c2ccoc2C)c1	3.2	-0.7	13	-21	13	-0.3	3	-3	27
CCCn1c(SCC(=O)NC(C)c2ccccc2)n[nH]c1=O (stereo not given)	0.1	-0.2	-1	-6	1	-1.7	-1	1	1
CCOC(=O)c1ccc2nc(C)cc(Nc3cccc(C(=O)O)c3)c2c1	1.4	0.8	27	0	2	0.0	7	0	-15
COc1ccc(-c2cc(C(F)F)n3ncc(C(=O)N4CCN(C(=O)c5ccco5)CC4)c3n2)cc1	1.1	-0.2	-4	-2	5	-2.3	-1	2	48
Cc1ccc(/C=N/NC(=O)c2cc(C)oc2C)cc1	-1.4	0.1	-31	6	11	-0.9	6	.	-17
Cc1nnc(SCC(=O)Nc2sccc2C#N)n1Cc1ccccc1	0.1	0.3	1	-10	-1	0.6	-14	-3	-25
CC1CN(S(=O)(=O)c2ccc(C(=O)NN3CCN(C)CC3)cc2)CC(C)O1 (stereo not given)	1.5	0.9	23	-22	-10	-1.0	-1	-2	1
CCOP(=O)(c1ccc(N(C)C)cc1)C(O)c1cc(OC)c(OC)c(OC)c1 (stereo not given)	-2.8	0.3	3	-18	-3	-0.6	5	-2	5
O=C(CSc1nnc(Cc2cc(=O)[nH]c(=O)[nH]2)n1-c1ccccc1)N1CCCc2ccccc21	-0.8	0.0	29	-9	-8	1.5	0	-6	23
Clc1cccc(CSc2nnc(-c3c[nH]c4ccccc34)o2)c1	-0.1	1.0	-26	-6	0	0.4	-21	1	53
Cc1ccccc1NC(=O)c1c(F)c(F)c(F)c(F)c1F	0.7	0.2	-17	-9	8	-0.7	-5	-3	2
CC(C)(C)n1nnnc1C(c1cccc(C#N)c1)N1CCN2CCCC2C1 (stereo not given)	-1.7	0.1	7	-4	-14	0.5	-5	4	-1
COC(=O)[C@@H](NC(=O)Nc1cccc(OC)c1)C(C)C	-0.3	1.1	1	10	8	0.7	-3	5	-8
Cn1c(=O)c2nc(NCc3ccccc3)cnc2n(C)c1=O	0.6	-0.2	65*	8	7	0.6	11	0	-5
CC(=O)Nc1ccc(S(=O)(=O)c2ccc(N)cc2)cc1N	-4.1	0.3	0	-2	-16	1.9	-21	0	-20
Cc1cc(C)c2sc(N(CCCN(C)C)C(=O)COc3ccc(Cl)cc3)nc2c1	-1.2	1.1	-30	-3	-21	-0.9	-5	7	19
CC(C)n1c(NCc2cc(Cl)ccc2O)nc2ccccc21	-1.9	0.0	-7	-24	2	2.2	-1	-2	51
CN(Cc1ccccc1)C(=O)CSc1nnc(-c2ccco2)n1-c1ccccc1	-0.9	0.9	10	-9	-3	-0.1	-18	3	0
Cc1oc(-c2ccccc2)cc1C(=O)Nc1cccc(/C=C/C(=O)O)c1	-1.3	1.1	92*	-28	-8	1.7	-25	12	-2
COc1ccc(-c2nc3ccccc3c(=O)o2)cc1OC	0.2	-0.3	4	-28	-3	0.2	-1	-3	-15
C/C(=N\Nc1ccc2nncn2n1)c1cccs1	-0.6	0.6	-2	7	-3	-0.8	-4	.	8
O=C(CSC(=S)N1CCCCC1)Nc1ncc2c(n1)CCCC2=O	1.5	0.4	-2	9	6	1.3	-13	.	1
CN(c1ccccc1C(=O)Nc1ccc2c(c1)OCO2)S(C)(=O)=O	-1.6	0.7	5	-20	-3	0.6	0	-1	-28
